NR1D1 modulator: Rev-erb alpha (human) modulation; activity, % at 10 µM; 0.79% of 370,000 active; Rev-erbα–FITC-DNA binding, fluorescence polarization, 90 min; P20393;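 active = activity above about 14%, limit read from the data; passing the limit was not always enough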;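 note: 0% = DMSO wells with 35 nM protein and 100% = DMSO wells with 750 nM protein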
rCAG binder: r(CAG) repeat RNA binding; TO-PRO-1 dye displacement fluorescence; inhibition, % at 3 µM; 1.3% of 370,000 active;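 active = inhibition above the plate cutoff, the mean of all test compounds on that plate plus 3 SD, cut at about 35% in these data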;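 note: 0% = DMSO alone and 100% = 100 µM mitoxantrone as full dye displacement; higher means more dye released from RNA so lower well fluorescence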
LEDGF integ inh: blocks HIV-1 LEDGF/p75-dependent DNA integration | 0.64% of 370,000 active | inhibition, % at 3.7 µM | TR-FRET IN-LEDGF/p75 DNA integration, Eu/Cy5;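 active = inhibition above the screen-wide mean plus 3 SD, cut at about 13% in these data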;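 note: signal is the Cy5 over europium emission ratio at 671 and 618 nm; 0% = plate median of compound wells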
mABHD4 FP: inhibitors of mouse ABHD4. AID 720543. inhibition, % at 8.92 µM. 0.54% of 370,000 active. purified mABHD4, FP-Rh probe fluorescence polarization;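 active = inhibition exceeding the mean over every tested compound plus 3 SD, cut at about 30% in these data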;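 note: 0% = plate median of compound wells and 100% = S159A mutant with DMSO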
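system = mouse ABHD4 enzyme, wild type | medium = HEPES pH 7.0, NaCl, Pluronic buffer | also added = FP-Rh probe | incubation = Enzyme–compound pre-incubation 45 min, then probe 60 min, both 25 °C | technique = fluorescence polarization, excitation 525 nm, emission 598 nm, BODIPY TMR filters | controls = S159A mutant high control, sample median low control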
PRMT1 FP inh: blocks human protein arginine methyltransferase 1. recombinant PRMT1, activity-based probe fluorescence polarization. inhibition, % at 2.79 µM. AID 652257. 1.3% of 370,000 active. Q99873;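 active = inhibition above about 21% made by adding two undisclosed values, limit read from the data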
Target sequence (Q99873 whole entry, looked up): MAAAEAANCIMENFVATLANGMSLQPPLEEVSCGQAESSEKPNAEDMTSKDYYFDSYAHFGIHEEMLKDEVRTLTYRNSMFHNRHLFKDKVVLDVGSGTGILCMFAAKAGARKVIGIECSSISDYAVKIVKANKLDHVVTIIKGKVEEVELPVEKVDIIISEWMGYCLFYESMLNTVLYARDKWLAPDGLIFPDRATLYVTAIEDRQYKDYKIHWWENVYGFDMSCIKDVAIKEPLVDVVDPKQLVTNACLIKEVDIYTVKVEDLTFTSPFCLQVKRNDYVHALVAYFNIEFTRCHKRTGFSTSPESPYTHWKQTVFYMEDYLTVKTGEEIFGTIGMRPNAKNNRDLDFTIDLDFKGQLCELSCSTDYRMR
HTRA1 inhibitor: inhibitors of human serine peptidase HTRA1; Q92743; recombinant HTRA1, FP-rhodamine activity-based probe, fluorescence polarization; inhibition, % at 5.96 µM; 0.5% of 340,000 active; in the data active = inhibition above about 36%;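 note: 0% = enzyme with DMSO and 100% = wells lacking enzyme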
Target sequence (Q92743 whole entry, looked up): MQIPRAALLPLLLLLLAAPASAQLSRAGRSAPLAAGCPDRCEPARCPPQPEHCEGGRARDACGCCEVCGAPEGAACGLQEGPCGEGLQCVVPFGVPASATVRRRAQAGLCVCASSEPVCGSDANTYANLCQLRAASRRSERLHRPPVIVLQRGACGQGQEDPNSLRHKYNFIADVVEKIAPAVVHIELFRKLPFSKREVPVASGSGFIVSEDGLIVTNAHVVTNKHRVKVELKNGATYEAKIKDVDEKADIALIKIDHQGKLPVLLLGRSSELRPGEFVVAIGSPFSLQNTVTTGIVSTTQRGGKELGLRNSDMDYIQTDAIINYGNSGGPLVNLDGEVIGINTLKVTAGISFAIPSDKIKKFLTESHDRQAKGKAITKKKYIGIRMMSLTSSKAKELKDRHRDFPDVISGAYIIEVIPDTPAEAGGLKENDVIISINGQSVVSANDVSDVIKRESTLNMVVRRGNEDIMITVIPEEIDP
MBD2 inh: inhibitors of human MBD2 binding to methylated oligonucleotide | TR-FRET | inhibition, % at 4.4 µM | 0.31% of 370,000 active | AID 686964; in the data active = inhibition above about 13%
UHRF1 MBD2 ctr: human UHRF1 methylated DNA binding inhibitors | Q96T88 | UHRF1 binding to methylated oligo, TR-FRET | inhibition, % at 4.4 µM | 0.75% of 370,000 active; in the data active = inhibition above about 21%;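 note: UHRF1 SRA domain binding a hemimethylated CpG hairpin DNA probe; 0% = median of test compound wells and 100% = reference inhibitor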
PG9 Ab binder: binds the HIV-1 gp120 antibody PG9 | TR-FRET gp120-PG9 antibody binding | inhibition, % at 6.7 µM | 0.43% of 360,000 active; in the data active = inhibition above about 8.5%
TCR CD3 inh: inhibitors of human TCR-CD3 interaction. inhibition, % at 9.4 µM. TAMRA-labeled TCR probe fluorescence, biochemical. 0.37% of 360,000 active; in the data active = inhibition above about 19%;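 note: recombinant mutant TCR 2C K166C tagged with TAMRA read by polarization; 0% = receptor in buffer alone and 100% = receptor with positive control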
* hit, by the source's call; . = not tested or not shown. Only part of the results is shown (hit frequency here may not be typical).

1	Cc1ccc(C)c(N2CCN(C(=O)c3ccc(Cn4c(=O)[nH]c5ccccc5c4=O)cc3)CC2)c1
2	COc1ccc(NC(=O)C2CCCN(S(=O)(=O)c3ccc4[nH]c(=O)ccc4c3)C2)cc1OC (stereo not given)
3	O=C(NCCC1=CCCCC1)C1CCN(S(=O)(=O)c2ccccc2)CC1
4	COc1ccccc1-c1nn(-c2ccccc2)cc1C(=O)N1CCc2ccccc2C1
5	COC(=O)c1ccc(COc2ccc(/C=C/C(=O)c3ccc(OC)c(CSCC(=O)O)c3)cc2OC)cc1
6	Cc1sc2ncn(CC(=O)NC3CCCCC3)c(=O)c2c1C
7	CC1CN(c2ccccc2)CCN1C(=O)c1cc(COc2c(F)cccc2F)on1 (stereo not given)
8	CCn1c(C)nnc1SCC(=O)Nc1ccccc1Cl

assay / entry	1	2	3	4	5	6	7	8
NR1D1 modulator	1	23*	-3	-8	0	-4	1	1
rCAG binder	7	2	-3	2	44*	0	2	-4
LEDGF integ inh	2	0	-5	-2	2	6	1	2
mABHD4 FP	-10	0	5	-1	-20	3	-4	-5
PRMT1 FP inh	2	-2	0	3	7	-1	2	1
HTRA1 inhibitor	-34	1	1	-28	-31	1	-11	3
MBD2 inh	0	1	6	1	1	-6	-3	-5
UHRF1 MBD2 ctr	0	-3	1	0	-1	-1	-1	-1
PG9 Ab binder	0.1	6.5	1.9	-1.7	-1.3	-2.5	-1.3	1.9
TCR CD3 inh	-2	1	2	-2	0	0	4	1

9	Cc1ccc(NC(=O)CSCC(=O)Nc2nnc(C3CC3)s2)cc1
10	COc1cc(Cl)ccc1OCc1cc(C(=O)N(C)C2CC(C)(C)NC(C)(C)C2)no1
11	CCCC(=O)NCCCc1nc2ccccc2[nH]1
12	Cc1ccc(S(=O)(=O)n2nc(-n3c(C)ccc3C)c3c(F)cccc32)c2ccccc12
13	CC(=O)Nc1ccc(S(=O)(=O)NCCc2cc3c(C)ccc(C)c3[nH]c2=O)cc1
14	O=C(OCc1cn([C@@H]2CN(C(=O)c3cccs3)[C@@H](c3ccc(Cl)cc3)C[C@H]2O)nn1)c1ccccc1
15	O=C(Nc1ccc(C(O)c2ccccc2)cc1)[C@@H]1O[C@H](CO)[C@@H](O)[C@H]1O (stereo not given in full)
16	CCn1c(SCC(=O)NC2CCCCC2)nc2c(c1=O)SCC2

assay / entry	9	10	11	12	13	14	15	16
NR1D1 modulator	-6	-4	-3	1	-5	-3	-3	7
rCAG binder	0	-4	2	-1	1	2	4	-2
LEDGF integ inh	-6	-3	-4	-2	5	-1	-6	8
mABHD4 FP	3	4	2	5	0	-1	0	8
PRMT1 FP inh	0	2	-3	0	4	-4	6	-3
HTRA1 inhibitor	-5	0	4	.	2	-13	.	-6
MBD2 inh	-5	1	0	-6	6	-3	1	-1
UHRF1 MBD2 ctr	-2	1	1	-3	2	1	5	-4
PG9 Ab binder	0.0	-2.1	-0.1	0.1	0.2	0.7	-1.4	0.1
TCR CD3 inh	6	2	2	0	-5	0	-2	-1

17	Cc1nc2ccccc2c(=O)n1NC(=O)Cc1ccc(Br)cc1
18	CC1CCCN(C/C(O)=C(\C#N)c2nc3ccccc3[nH]2)C1 (stereo not given)
19	O=[N+]([O-])c1ccc(-n2nnnc2-c2ccccc2)cc1
20	O=C(CN1CCOCC1)N(c1ccccc1)c1ccc2ccccc2c1
21	O=C(CCN1C(=O)c2ccccc2S1(=O)=O)Nc1ccccc1F
22	O=C(COC(=O)c1ccc2[nH]c3c(c2c1)CCCC3)Nc1ccccc1Cl
23	O=C1CN(C(=O)CN2CCOCC2)C(c2ccccc2)c2cc(Br)ccc2N1 (stereo not given)
24	CCCc1nn2c(=O)cc(CSCC(=O)Nc3nnc(C(C)C)s3)nc2s1

assay / entry	17	18	19	20	21	22	23	24
NR1D1 modulator	3	1	2	0	0	1	-8	-6
rCAG binder	1	3	0	-5	-1	3	1	-4
LEDGF integ inh	2	-2	-4	-7	2	-1	-2	-4
mABHD4 FP	6	-9	0	-2	-5	3	0	2
PRMT1 FP inh	-3	-2	-2	3	-1	1	-1	0
HTRA1 inhibitor	4	3	6	-8	-1	1	6	0
MBD2 inh	2	-4	0	1	-5	2	4	-2
UHRF1 MBD2 ctr	-3	1	1	2	-3	10	-3	1
PG9 Ab binder	-2.7	-2.6	-0.4	1.0	-1.1	0.4	0.1	0.1
TCR CD3 inh	2	-2	8	-5	5	2	8	-6

Six compounds already listed, ordered by SMILES length, ascending:
16	CCn1c(SCC(=O)NC2CCCCC2)nc2c(c1=O)SCC2
17	Cc1nc2ccccc2c(=O)n1NC(=O)Cc1ccc(Br)cc1
21	O=C(CCN1C(=O)c2ccccc2S1(=O)=O)Nc1ccccc1F
18	CC1CCCN(C/C(O)=C(\C#N)c2nc3ccccc3[nH]2)C1 (stereo not given)
24	CCCc1nn2c(=O)cc(CSCC(=O)Nc3nnc(C(C)C)s3)nc2s1
22	O=C(COC(=O)c1ccc2[nH]c3c(c2c1)CCCC3)Nc1ccccc1Cl

assay / entry	16	17	21	18	24	22
NR1D1 modulator	7	3	0	1	-6	1
rCAG binder	-2	1	-1	3	-4	3
LEDGF integ inh	8	2	2	-2	-4	-1
mABHD4 FP	8	6	-5	-9	2	3
PRMT1 FP inh	-3	-3	-1	-2	0	1
HTRA1 inhibitor	-6	4	-1	3	0	1
MBD2 inh	-1	2	-5	-4	-2	2
UHRF1 MBD2 ctr	-4	-3	-3	1	1	10
PG9 Ab binder	0.1	-2.7	-1.1	-2.6	0.1	0.4
TCR CD3 inh	-1	2	5	-2	-6	2

(more compounds)
25	CS(=O)(=O)c1ccc(Cl)c(NC(=O)C2CCCN(C(=O)c3ccc(Cl)cc3)C2)c1 (stereo not given)
26	O=[N+]([O-])c1cccc(/C=N/N2CCN(Cc3ccccc3)CC2)c1
27	Cc1cc(C(=O)N2CCC2(C)C(=O)Nc2cc(C(C)(C)C)nn2C)nn1C (stereo not given)
28	CCC(=O)NC1(Cc2ccc(O)cc2)CCCCC1
29	O=C(CSc1ncc(C(=O)O)n1-c1ccc(F)cc1)NCc1ccc2c(c1)OCO2
30	CCN(CC)C(=O)C1=C(C)N(CCC2=CCCCC2)C(=O)C(CC(=O)NC2CCCC2)C1 (stereo not given)
31	CCOC(=O)[C@]12CCCC=C1N(Cc1ccco1)C(=O)[C@H](CC(=O)NCc1cccc(C(F)(F)F)c1)C2
32	CCc1ccccc1NC(=O)Nc1ccc(F)cc1F

assay / entry	25	26	27	28	29	30	31	32
NR1D1 modulator	-8	4	-5	-4	-5	4	-1	-2
rCAG binder	-2	-2	-3	-3	6	3	-1	-1
LEDGF integ inh	3	-5	3	0	1	0	-2	-1
mABHD4 FP	-1	1	5	0	1	10	-2	-2
PRMT1 FP inh	-4	0	2	-1	4	3	6	0
HTRA1 inhibitor	-2	3	.	-3	-5	0	.	-3
MBD2 inh	3	3	2	-3	0	2	3	-2
UHRF1 MBD2 ctr	-1	3	3	-1	-1	19	1	1
PG9 Ab binder	-1.9	0.0	-1.1	-2.0	-0.7	0.8	-0.8	-1.0
TCR CD3 inh	-1	-1	4	4	2	4	-6	10

33	CCCn1c(N)cc(=O)n(CCC)c1=O
34	CCCCNC(C(=O)Nc1cccc(S(=O)(=O)N2CCOCC2)c1)c1ccccc1 (stereo not given)
35	CNc1ncnc2c1ncn2[C@H]1CN(Cc2ccc(OC)cc2)C[C@@H](CO)O1
36	C/C(CC(=O)Nc1ccccn1)=N\NC(=O)c1ccc(C)cc1
37	Fc1cc2nc(-c3ccncc3)[nH]c2cc1F
38	Cc1ccc(CS/C(Nc2ccccc2C)=C(\C#N)C(=O)NCc2ccco2)c(C)c1
39	COc1ccccc1N1CCN(C2CCN(S(=O)(=O)c3ccc4ccccc4c3)CC2)CC1
40	Cc1ccc(C)c(NC(=O)NCc2ccccn2)c1

assay / entry	33	34	35	36	37	38	39	40
NR1D1 modulator	1	-6	-4	0	-1	-2	1	-2
rCAG binder	-3	-4	0	-2	2	6	-6	-3
LEDGF integ inh	-5	-2	0	4	0	2	2	-3
mABHD4 FP	3	1	-4	6	16	-13	4	6
PRMT1 FP inh	7	0	-3	1	-1	1	-4	0
HTRA1 inhibitor	-1	-4	.	5	-3	-43	-1	-4
MBD2 inh	-1	-3	-1	-4	-4	6	-4	6
UHRF1 MBD2 ctr	3	-2	3	-5	-2	20	0	0
PG9 Ab binder	0.0	-1.5	0.9	0.0	0.7	2.6	0.4	0.1
TCR CD3 inh	-8	-1	5	5	9	-9	7	-6

41	Cc1cccc(-n2c(=O)[nH]c3c(C(N)=O)nc(-c4ccccc4Cl)nc32)c1
42	CCS(=O)(=O)CCSc1nc2c(cc1C#N)CCCC2
43	O=c1nc2onnc2c(C=NO)[nH]1
44	COc1ccc(C(=O)NC(=O)CSc2n[nH]c(N)n2)cc1
45	CN(C(=O)c1cccc([N+](=O)[O-])c1)c1ccccc1C(=O)NCc1ccccc1
46	C#CCNC(=O)C(C)c1ncc(C(F)(F)F)cc1Cl (stereo not given)
47	N/C(=N\OC(=O)C(c1ccccc1)c1ccccc1)c1ccccn1
48	CCOc1ccccc1-c1nc(-c2ccc(C)nc2OC)no1

assay / entry	41	42	43	44	45	46	47	48
NR1D1 modulator	21	4	3	0	-5	2	0	3
rCAG binder	7	-4	-1	3	-5	-1	1	-4
LEDGF integ inh	-3	-1	1	1	-2	-1	-2	0
mABHD4 FP	-1	7	-1	-3	-2	7	-14	-4
PRMT1 FP inh	0	0	-2	-5	1	-2	2	-2
HTRA1 inhibitor	-7	-5	4	0	-3	-3	-10	0
MBD2 inh	-7	-1	0	-4	0	1	-2	1
UHRF1 MBD2 ctr	-3	1	-2	-2	2	2	3	3
PG9 Ab binder	1.0	-0.3	-2.8	-1.7	0.3	-2.8	1.1	-1.7
TCR CD3 inh	-1	2	2	2	-4	5	-2	1

49	Cc1ccc(C)c(NC(=S)NC2CC3CCCC(C2)N3CC(C)C)c1 (stereo not given)
50	Cc1cc(NC(=O)CSc2nc3[nH]c(=O)cc(O)c3s2)ccc1Br
51	COc1cc2c(cc1OC)C1=NC(=O)CN1C(SCc1ccccc1C)=N2
52	Cc1cc(F)ccc1NC(=O)Cn1c(C)csc1=O
53	Cc1ccc(NC(=S)N2CCN(C(=O)C3CCCO3)CC2)cc1 (stereo not given)
54	Cc1ccc(S(=O)(=O)N2CCC(=O)N(CCOC(=O)Nc3ccccc3C)CC2)cc1
55	Cn1c(C(=O)O)cc2cc(F)ccc21
56	O=c1[nH]c(SCc2ccccc2)nc2c1sc1ccccc12
57	CCOC(=O)C1=C(COC(=O)CCCOc2ccccc2)NC(=O)NC1C (stereo not given)

assay / entry	49	50	51	52	53	54	55	56	57
NR1D1 modulator	1	2	1	3	1	-1	4	10	-3
rCAG binder	-8	24	12	3	0	-6	1	2	-8
LEDGF integ inh	2	3	0	-5	0	-2	1	5	-1
mABHD4 FP	-3	10	-1	2	6	2	-4	-1	-2
PRMT1 FP inh	-5	8	4	0	-1	-2	-2	-3	0
HTRA1 inhibitor	-3	-24	-11	8	3	1	-2	-1	0
MBD2 inh	3	-2	-1	1	2	3	-5	-1	0
UHRF1 MBD2 ctr	-2	-2	0	0	1	-1	2	1	0
PG9 Ab binder	-0.6	0.0	-0.4	2.1	-1.6	0.1	-3.6	-0.2	0.3
TCR CD3 inh	2	-4	2	3	3	5	-5	4	5

Screening data deposited in PubChem BioAssay by several laboratories.
